Screening data deposited in PubChem by NCI.
NCI-60 one-dose screen, 48 h, at 10 µM unless noted. Numbers give growth in % (100 = growth as untreated, 0 = no growth, -100 = all killed).
SF-539: SF-539 CNS cancer; 81,000 compounds, 6.8% hits
U251: U251 CNS tumor cells. AID 1794753. 80,000 compounds, 5.4% hits
PC-3: PC-3 prostate cancer cells; 80,000 compounds, 3.9% hits; AID 1794754
SNB-75: SNB-75 CNS cancer. 79,000 compounds, 5% hits
SF-268: SF-268 CNS cancer cells; 82,000 compounds, 3.1% hits
SF-295: SF-295 CNS cancer cells. 79,000 compounds, 5.6% hits. AID 1794758
HCC-2998: HCC-2998 colon cancer; 79,000 compounds, 4.7% hits
SNB-19: SNB-19 CNS cancer cells; 81,000 compounds, 2.5% hits; AID 1794751
* = called active by the depositor. The calls were made as follows: active = growth percent below 10; inactive = the rest. Not all compounds are listed; count on the stated rates, not on these rows.

The opening 2 entries, ahead of the listing:
CC1(C)N(Nc2ccccc2)C(=O)C2CCCN21 (stereo not drawn) was read as SF-539 89, U251 85, PC-3 9.5*, SNB-75 51, SF-268 40, SF-295 84, HCC-2998 88 and SNB-19 95.
`CC(NC(=O)N1CC1(C)C)c1ccccc1` (stereo not drawn) gave SF-539 98, U251 108, PC-3 104, SNB-75 104, SF-268 118, SF-295 124, HCC-2998 111 and SNB-19 108.

Main list, from the first entry:
CC1(C)N(Nc2ccccc2)C(=O)C2CCCN21 (stereo not drawn) was read as SF-539 89, U251 85, PC-3 9.5*, SNB-75 51, SF-268 40, SF-295 84, HCC-2998 88 and SNB-19 95.
`CC(NC(=O)N1CC1(C)C)c1ccccc1` (stereo not drawn) gave SF-539 98, U251 108, PC-3 104, SNB-75 104, SF-268 118, SF-295 124, HCC-2998 111 and SNB-19 108.
For C[C@]12CCc3sc(Nc4ccc(F)cc4)nc3C1=CC[C@@H]1[C@@H]2CC[C@]2(C)C(=O)CC[C@@H]12 the results were SF-539 54, U251 47, PC-3 64, SNB-75 67, SF-268 69, SF-295 29, HCC-2998 95 and SNB-19 67.
CC(C)N1CCOC(c2ccc(O)c(O)c2)C1 (stereo not drawn) was read as SF-539 102, U251 97, PC-3 95, SNB-75 98, SF-268 94, SF-295 104, HCC-2998 103 and SNB-19 109.
COc1cc2c3c(c1OC)-c1ccncc1CC3N(C)CC2 (stereo not drawn) was read as PC-3 85, SNB-75 95, SF-268 110, SF-295 93, HCC-2998 96 and SNB-19 107.
CCCCOc1ccc(C(N)Cc2ccccc2)cc1 (stereo not drawn) was read as SF-539 102, U251 88, PC-3 79, SNB-75 71, SF-268 85, SF-295 113, HCC-2998 30 and SNB-19 97.
For CC(C)(C)NC(=O)NCCN1CC1 the results were SF-539 106, U251 104, PC-3 102, SNB-75 117, SF-268 107, SF-295 100, HCC-2998 103 and SNB-19 104.
`Nc1nc(N)[nH]c(=O)n1` gave SF-539 94, U251 101, PC-3 99, SNB-75 86, SF-268 98, SF-295 86, HCC-2998 99 and SNB-19 95.
`CCN1CC2C3CCC(C)(O3)C2C1` (stereo not drawn) gave SF-539 99, U251 99, PC-3 89, SNB-75 85, SF-268 117, SF-295 106, HCC-2998 73 and SNB-19 101.
Screening C[C@]12CC[C@H]3[C@@H](CCC4=CC(=O)CC[C@@]43CCl)[C@@H]1CC[C@@H]2O returned SF-539 109, U251 89, PC-3 85, SNB-75 81, SF-268 90, SF-295 93, HCC-2998 102 and SNB-19 95.
Screening CN(CCCOCC(=O)NCCCC(O)(P(=O)(O)O)P(=O)(O)O)C(=O)Oc1ccc2c(c1)OCC(c1ccc(F)cc1)C2=O (stereo not drawn) returned SF-539 94, U251 97, PC-3 96, SNB-75 82, SF-268 99, SF-295 107, HCC-2998 91 and SNB-19 84.
For COc1ccc(CC(C)NCc2ccccc2)cc1OC (stereo not drawn) the results were SF-539 100, U251 104, PC-3 92, SNB-75 99, SF-268 90, SF-295 89, HCC-2998 100 and SNB-19 105.
CCCCC(CCN)(c1cccs1)c1cccs1 was read as SF-539 112, U251 98, PC-3 90, SNB-75 94, SF-268 97, SF-295 98, HCC-2998 117 and SNB-19 99.
CC/C(=C(\CC)c1ccc(OC(=O)Cc2ccc(N(CCCl)CCCl)cc2)cc1)c1ccc(OC(=O)Cc2ccc(N(CCCl)CCCl)cc2)cc1 was read as SF-539 94, U251 99, PC-3 91, SNB-75 68, SF-268 101, SF-295 112, HCC-2998 97 and SNB-19 101.
For CN(C)c1ccc(N=Nc2ccc([As](=O)(O)O)cc2)cc1 the results were SF-539 106, U251 99, PC-3 108, SNB-75 91, SF-268 92, SF-295 116, HCC-2998 110 and SNB-19 95.
For CCCCCC(C)C1C(=O)NC(=O)NC1=O (stereo not drawn) the results were SF-539 95, U251 100, PC-3 92, SNB-75 93, SF-268 103, HCC-2998 116 and SNB-19 102.
NNC(=O)c1ccccc1 was read as SF-539 102, U251 97, PC-3 98, SNB-75 99, SF-268 106, SF-295 102, HCC-2998 111 and SNB-19 98.
Screening CC(C)CC(NC(=O)CF)C(=O)O (stereo not drawn) returned SF-539 97, U251 98, PC-3 91, SNB-75 72, SF-268 102, SF-295 98, HCC-2998 96 and SNB-19 99.
`Cc1ccccc1OP(=O)(Oc1ccccc1C)N1CCOCC1` gave SF-539 89, PC-3 88, SNB-75 90, SF-268 109, SF-295 86, HCC-2998 105 and SNB-19 104.
O=C1NC(=O)C(=Cc2cn(C(=O)c3ccc(Cl)cc3)c3ccccc23)C(=O)N1 was read as SF-539 82, U251 101, PC-3 118, SNB-75 92, SF-268 112, SF-295 114, HCC-2998 106 and SNB-19 97.

Of the compounds above, these have sulfur.
For C[C@]12CCc3sc(Nc4ccc(F)cc4)nc3C1=CC[C@@H]1[C@@H]2CC[C@]2(C)C(=O)CC[C@@H]12 the results were SF-539 54, U251 47, PC-3 64, SNB-75 67, SF-268 69, SF-295 29, HCC-2998 95 and SNB-19 67.
CCCCC(CCN)(c1cccs1)c1cccs1 was read as SF-539 112, U251 98, PC-3 90, SNB-75 94, SF-268 97, SF-295 98, HCC-2998 117 and SNB-19 99.

The listing picks up, repeating the two entries before the break.
`Cc1ccccc1OP(=O)(Oc1ccccc1C)N1CCOCC1` gave SF-539 89, PC-3 88, SNB-75 90, SF-268 109, SF-295 86, HCC-2998 105 and SNB-19 104.
O=C1NC(=O)C(=Cc2cn(C(=O)c3ccc(Cl)cc3)c3ccccc23)C(=O)N1 was read as SF-539 82, U251 101, PC-3 118, SNB-75 92, SF-268 112, SF-295 114, HCC-2998 106 and SNB-19 97.
Screening Cc1cccc(OP(=S)(Oc2cccc(C)c2)Oc2cccc(C)c2)c1 returned SF-539 98, U251 102, PC-3 87, SNB-75 82, SF-268 94, SF-295 105, HCC-2998 90 and SNB-19 95.
`CCCCCN(CCCCC)CC(O)c1ccc(I)cc1` (stereo not drawn) gave SF-539 96, U251 84, PC-3 80, SNB-75 103, SF-268 91, SF-295 77, HCC-2998 98 and SNB-19 98.
For Cc1cc(NC(=O)NCc2ccc(N3C(N)=NC(N)=NC3(C)C)cc2)ccc1S(=O)(=O)F the results were SF-539 20, U251 33, SNB-75 56, SF-268 32, SF-295 28, HCC-2998 5.3* and SNB-19 34.
Screening CNC(=O)Oc1ccccc1-c1ccccc1 returned SF-539 104, PC-3 98, SNB-75 88, SF-268 100, SF-295 95, HCC-2998 101 and SNB-19 98.
`FC(F)(F)c1cccc(CCl)c1` gave SF-539 97, U251 105, PC-3 77, SNB-75 84, SF-268 105, SF-295 105, HCC-2998 105 and SNB-19 97.
O=[N+]([O-])c1ccc(OCCCOc2ccc(S(=O)(=O)F)cc2)c(Cl)c1 was read as SF-539 77, U251 79, PC-3 87, SF-268 91, SF-295 99, HCC-2998 100 and SNB-19 92.
C[N+](C)(C)Cc1ccc([N+](=O)[O-])cc1 was read as SF-539 94, U251 108, PC-3 104, SNB-75 82, SF-268 107, SF-295 109 and SNB-19 104.
Nc1ccc([N+](=O)[O-])c2c1Oc1ccccc1O2 was read as SF-539 90, U251 90, PC-3 101, SNB-75 83, SF-268 107, SF-295 85, HCC-2998 108 and SNB-19 81.
Screening CC(=O)OC1CCC2(C)C(CC(=O)C3C2CCC2(C)C(OC(C)=O)CCC32)C1 (stereo not drawn) returned SF-539 105, U251 102, PC-3 98, SNB-75 96, SF-268 103, SF-295 104, HCC-2998 99 and SNB-19 98.
Fc1ccc2c(c1)c(-c1nc(-c3c[nH]c4ncccc34)cs1)cn2CCN1CCOCC1 was read as SF-539 55, U251 52, PC-3 23, SNB-75 33, SF-268 57, SF-295 62, HCC-2998 93 and SNB-19 64.
CC(=O)C(c1ccccc1)c1ccccc1 was read as SF-539 100, U251 107, PC-3 97, SNB-75 101, SF-268 98, SF-295 92, HCC-2998 106 and SNB-19 92.
For O=P(N1CC1)(N1CC1)N1CCc2ccccc21 the results were SF-539 105, U251 95, PC-3 89, SNB-75 91, SF-268 103, HCC-2998 99 and SNB-19 102.
For CCCN(CCC)C(=O)CCl the results were SF-539 92, U251 97, PC-3 96, SNB-75 83, SF-268 98, SF-295 96, HCC-2998 116 and SNB-19 102.
Screening CS(=O)(=O)c1ccc(C(=O)C2C(=O)CCCC2=O)c(Cl)c1COCC(F)(F)F returned SF-539 111, U251 98, PC-3 104, SNB-75 98, SF-268 130, SF-295 104, HCC-2998 115 and SNB-19 102.
For C[N+]12C(=O)CC3OCC=C4C[N+]5(C)CCC6(c7ccccc71)C2C3C4CC65O (stereo not drawn) the results were SF-539 105, U251 97, PC-3 103, SNB-75 90, SF-268 103, HCC-2998 104 and SNB-19 103.
`C[C@]12CCc3nc(Nc4cccc(C(=O)O)c4)sc3C1=CC[C@@H]1[C@@H]2CC[C@]2(C)C(=O)CC[C@@H]12` gave SF-539 80, U251 106, PC-3 107, SNB-75 82, SF-268 103, SF-295 99, HCC-2998 107 and SNB-19 100.
CC(=O)O[C@H](C[C@H](C(C)C)N(C)C(=O)[C@@H](NC(=O)[C@H]1CCCCN1C)C(C)C)c1nc(C(=O)N[C@@H](Cc2ccccc2)C[C@H](C)C(=O)O)c(C)s1 was read as SF-539 4.2*, U251 8.9*, PC-3 21, SNB-75 50, SF-268 30, SF-295 16, HCC-2998 14 and SNB-19 39.
ClC(Cl)=C(c1ccc(Cl)cc1)c1ccc(Cl)cc1 was read as SF-539 101, U251 97, PC-3 97, SNB-75 99, SF-268 104, SF-295 100, HCC-2998 104 and SNB-19 103.
CCCC[N+](CCCC)(CCCC)CCCC was read as SF-539 96, U251 89, PC-3 87, SNB-75 85, SF-268 106, SF-295 130, HCC-2998 96 and SNB-19 89.
`OC(c1ccccc1)(c1ccccc1)c1ccncc1` gave SF-539 108, PC-3 98, SNB-75 66, SF-268 105, SF-295 91, HCC-2998 111 and SNB-19 104.

Arranged by count of non-hydrogen atoms (smallest number first): part of the list above.
C[N+](C)(C)Cc1ccc([N+](=O)[O-])cc1 was read as SF-539 94, U251 108, PC-3 104, SNB-75 82, SF-268 107, SF-295 109 and SNB-19 104.
For CCCCCC(C)C1C(=O)NC(=O)NC1=O (stereo not drawn) the results were SF-539 95, U251 100, PC-3 92, SNB-75 93, SF-268 103, HCC-2998 116 and SNB-19 102.
`OC(c1ccccc1)(c1ccccc1)c1ccncc1` gave SF-539 108, PC-3 98, SNB-75 66, SF-268 105, SF-295 91, HCC-2998 111 and SNB-19 104.

More compounds.
For O=C1OC(c2cccnc2)=N/C1=C\c1ccc(Cl)cc1 the results were SF-539 93, U251 104, PC-3 93, SNB-75 74, SF-268 92, SF-295 101 and HCC-2998 94.
CCCCCC/C=C/c1cc(O)c2c(c1)OC(C)(C)[C@H]1CC[C@H](C)C[C@H]21 was read as SF-539 98, U251 104, PC-3 94, SNB-75 88, SF-268 104, SF-295 98, HCC-2998 97 and SNB-19 115.
Screening N#CC(Cl)(Cl)CCl returned SF-539 91, U251 95, PC-3 97, SNB-75 72, SF-268 111, SF-295 98, HCC-2998 107 and SNB-19 98.
Screening CC1(C)N=C(N)N=C(N)N1c1ccc(CCCCc2ccc(Cl)cc2S(=O)(=O)F)c(Cl)c1 returned SF-539 20, U251 15, PC-3 21, SNB-75 52, SF-268 25, SF-295 23, HCC-2998 32 and SNB-19 37.
